Rab9 promoter act = activators of Rab9 promoter | Huh7 Rab9 promoter-luciferase reporter, luminescence, 24 h | Potency, µM (top dose mostly 9.22 µM), without a hit: top-dose activation, negative = inhibition, actives largely listed as activators | actives 2.8% (n = 320,000); further: potency means the concentration at half of the fitted maximal effect; % of control where 0% means no effect; nearly all actives have a fitted effect of over 60% in size
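Cell-based reporter: Huh7 stable for Rab9 promoter-driven luciferase, plated in reduced-serum medium with 10% FBS at 1500 cells/well, compound-treated 24 h at 37 °C, luminescence read after 10 min reagent.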
VP16 counter = inhibits Gal4-VP16 luciferase reporter, ROR gamma counter-screen | Drosophila S2 Gal4-VP16 UAS-luciferase, luminescence, 20 h | Potency, µM (titrated, usually from 53.6 µM), inactives show top-dose activity, negative = inhibition, hits mostly inhibitors | actives 3.5% (n = 310,000);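 further: Gal4-VP16 expression switched on by copper sulfate through the metallothionein promoter; potency means the concentration at half of the fitted maximal effect; on the % scale 0 is the no-effect control and ±100 the full control effect; nearly all actives have a fitted effect of over 50% in size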
ELG1 genotox = induces genotoxicity in HEK293T cells with luciferase-tagged ELG1. HEK293T ELG1-luciferase reporter, luminescence, 16 h. Potency, µM (titrated, usually from 46 µM), for the others: at the highest dose activity change, positive = activation, hits mostly activators. actives 1.3% (n = 330,000). AID 504466; further: potency means the concentration at half of the fitted maximal effect; % of control where 0% means no effect; nearly all actives have a fitted effect of over 60% in size
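ELG1-luciferase HEK293T cells, 2,000/well; compound pinned in; 16 hr, 37 °C, 5% CO2; ONE-Glo, 30 min RT; luminescence on CCD imager.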
NPC1 prom act = NPC1 promoter activation. Huh7 NPC1 promoter luciferase reporter, 24 h. Potency, µM (top dose mostly 9.22 µM), without a hit: at the top dose activation, hits mostly activators. actives 2.4% (n = 320,000). AID 485313;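 further: potency means the concentration at half of the fitted maximal effect; % of control where 0% means no effect; nearly all actives have a fitted effect of over 60% in size; reporter is driven by a mutant NPC1 promoter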
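Quantitative HTS used a cell-based reporter: Huh7 cells stably bearing the NPC1 promoter upstream of luciferase were treated with compounds for 24 h, and promoter activation was read as luminescence.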
Giardia killer = Giardia lamblia killing; Giardia lamblia trophozoite viability; activity change, % at 7.66 µM, hits read low; actives 0.15% (n = 340,000); AID 540267; in the data active means activity change below about -80%; inconclusive means between about -30% and that limit;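 further: parasites exposed to compound for two days anaerobically before the ATP read; on the % scale 0 is the no-effect control and ±100 the full control effect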
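Media and compound were dispensed first, then trophozoites at 100 cells/well; plates sat 48 hrs at 37 deg C without oxygen before ATP luminescence reagent was added and read after 15-30 min at room temperature.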
FBPA coupling cs = inhibits coupling enzyme system, counter-screen for aldolase hits; coupling enzyme system counterscreen, AmpLite Red fluorescence; activity change, negative = inhibition, % at 58.2 µM, hits read low; actives 0.67% (n = 290,000); in the data active means activity change below about -30%; further: on the % scale 0 is the no-effect control and ±100 the full control effect
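Counterscreen lacking aldolase: glyceraldehyde-3-phosphate coupling-enzyme reagent preincubated 10 min at RT with compound (at 57.5 uM final), then substrate/coupling system with AmpLite Red added; fluorescence read at 525/598 nm after 20 min RT.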
KCNH2 3.1 inh = inhibitors of human KCNH2 3.1 potassium channel isoform. U2OS KCNH2 3.1, thallium flux FluxOr; stronger effect = lower value. activity change, % (tested at about 1.8 µM). actives 0.95% (n = 340,000). AID 720553;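 active means maximum activity change below -70%; inconclusive means maximum activity change from -70% to -50%; inactive means maximum activity change above -50%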;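 further: thallium influx rate constant from kinetic fluorescence after stimulation buffer; on the % scale 0 is the no-effect control and ±100 the full control effect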
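Measured as rate of thallium-driven FluxOr signal in transduced U2OS cells carrying the 3.1 channel, read kinetically for 2 min upon stimulation; values are rate constants scaled to DMSO control wells.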
uPA surface inh = inhibitors of cell surface uPA generation. cell surface uPA generation assay, qHTS. Potency, µM (titrated, usually from 38.3 µM), inactives show at the top dose activity change, negative = inhibition, most hits filed as inhibitors. actives 0.31% (n = 330,000); active means well fitted inhibition curve with a large enough effect; inconclusive means small, poorly fitted or top-dose-only effect; inactive means no such curve, though single readings can be large or run the other way; tested in mouse RAW 264.7 cells; further: potency means the concentration at half of the fitted maximal effect; on the % scale 0 is the no-effect control and ±100 the full control effect; nearly all actives have a fitted effect of over 55% in size
FLuc counter = counter-screen for miR-21 project: firefly luciferase inhibitors or activators; P08659; purified FLuc, Km substrates, luminescence inhibition; Potency, µM (doses to about 57.5 µM), for the others: at the top dose activity change, negative = inhibition, hits mostly inhibitors; actives 6.9% (n = 360,000); AID 588342;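 further: potency means the concentration at half of the fitted maximal effect; plate controls were vehicle for no effect and reference inhibitor for full effect; nearly all actives have a fitted effect of over 55% in size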
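Purified P. pyralis luciferase (10nM final) with 10uM D-luciferin and 10uM ATP (Km levels) in 50mM Tris acetate pH 7.5, 10mM Mg acetate, 0.01% Tween-20, 0.05% BSA; qHTS 6-point titration, ~60 µM downward; luminescence read.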
RORg inh = ROR gamma (mouse) transcription inhibition; Potency, µM (doses to about 53.6 µM), for the others: at the top dose activity change, negative = inhibition, usual class: inhibitors; actives 5.4% (n = 310,000); Drosophila S2 Gal4-RORgamma UAS-luciferase reporter, 20 h; P51450; AID 2551; further: potency means the concentration at half of the fitted maximal effect; on the % scale 0 is the no-effect control and ±100 the full control effect; nearly all actives have a fitted effect of over 60% in size
Target sequence (P51450 whole entry, looked up, the tested form may be a part): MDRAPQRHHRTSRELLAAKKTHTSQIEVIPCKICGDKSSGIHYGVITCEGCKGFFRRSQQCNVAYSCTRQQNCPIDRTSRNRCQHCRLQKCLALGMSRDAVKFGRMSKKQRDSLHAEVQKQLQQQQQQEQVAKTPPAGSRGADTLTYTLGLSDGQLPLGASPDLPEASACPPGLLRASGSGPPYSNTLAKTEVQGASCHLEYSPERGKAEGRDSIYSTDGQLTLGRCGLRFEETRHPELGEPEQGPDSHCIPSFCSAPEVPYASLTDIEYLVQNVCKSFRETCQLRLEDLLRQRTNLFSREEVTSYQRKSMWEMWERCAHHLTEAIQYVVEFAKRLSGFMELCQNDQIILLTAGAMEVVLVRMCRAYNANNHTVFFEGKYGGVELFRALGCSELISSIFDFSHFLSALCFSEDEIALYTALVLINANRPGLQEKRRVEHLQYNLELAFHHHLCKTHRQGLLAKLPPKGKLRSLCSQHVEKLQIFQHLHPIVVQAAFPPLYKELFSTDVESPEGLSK
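Schneider cells (Drosophila), stable Gal4 DBD–ROR gamma + UAS-luc; 1 hr cmpd preincubation; Cu2+ induction 700 uM final; 20 hr ambient; luminescence.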
Tb PFK inh = blocks T. brucei phosphofructokinase; O15648; T. brucei PFK, ADP-Glo luminescence; Potency, µM (titrated, usually from 57.5 µM), inactives show at the top dose activity, negative = inhibition, most hits filed as inhibitors; actives 0.17% (n = 330,000); AID 485367;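 further: potency means the concentration at half of the fitted maximal effect; 0% = uninhibited 1x PFK enzyme wells and -100% = no-enzyme wells; nearly all actives have a fitted effect of over 60% in size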
Target sequence (O15648 whole entry, looked up): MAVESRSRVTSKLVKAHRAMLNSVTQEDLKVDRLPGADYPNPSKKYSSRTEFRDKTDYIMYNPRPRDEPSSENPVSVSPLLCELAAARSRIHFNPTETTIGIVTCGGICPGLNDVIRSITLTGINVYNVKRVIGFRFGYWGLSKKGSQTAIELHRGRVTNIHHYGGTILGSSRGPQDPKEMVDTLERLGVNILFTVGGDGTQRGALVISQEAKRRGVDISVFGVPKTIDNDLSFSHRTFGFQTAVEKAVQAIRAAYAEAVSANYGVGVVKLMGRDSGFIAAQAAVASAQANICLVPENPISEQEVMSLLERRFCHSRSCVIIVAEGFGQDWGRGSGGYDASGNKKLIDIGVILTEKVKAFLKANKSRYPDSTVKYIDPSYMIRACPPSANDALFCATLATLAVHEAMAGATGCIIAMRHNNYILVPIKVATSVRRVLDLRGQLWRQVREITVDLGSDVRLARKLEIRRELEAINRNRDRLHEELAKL
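Compounds were pin-transferred as a titration series up to 57 uM into substrate buffer (0.5 mM F6P, 0.1 mM ATP, pH 8.0), then 1.25 nM PFK was added and reactions ran 45 min before ADP-Glo detection.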
* hit, by the source's call; ? = inconclusive; · = no result given; & = joins results of further samples; [ ] = another dose, or the depositor's remark. Unless noted, the call rests on the fitted dose curve; in most records, active means well fitted curve in the direction sought with a large enough effect; inconclusive means small, poorly fitted or top-dose-only effect, or another doubt; inactive means no such curve, though single readings can be large; an effect the other way counts as inactive or inconclusive.

SMILES | Rab9 promoter act | VP16 counter | ELG1 genotox | NPC1 prom act | Giardia killer | FBPA coupling cs | KCNH2 3.1 inh | uPA surface inh | FLuc counter | RORg inh | Tb PFK inh
Cc1cccc(-n2cnc(C(=O)N/N=C/c3ccccc3)c2)n1 | 18% | -1% | ? | 12% | 7 | 4 | -2 | 7% | -16% | 11% | -3%
Cc1ccccc1C1=NC(c2ccc(F)cc2F)ON1 (stereo not given) | 24% | 15% | 11µM* | 1% | 5 | -4 | 13 | -1% | 24µM* | 11% | 0%
CCNC(=O)N1CCC(n2nccc2NC(=O)CCCc2ccccc2)CC1 | 1% | -4% | -1% | 1% | -12 | · | 7 | 15% | 5% | 0% | 3%
COCCNC(=O)c1cc2cc(Br)cc(OC)c2oc1=O | 1% | 0% | -1% | -3% | 4 | 6 | -4 | · | 0% | 9% | 0%
Cc1ccc(S(=O)(=O)N2CCC(=O)N(C(CO)Cc3ccccc3)CC2)cc1 (stereo not given) | 1% | -7% | 4% | -2% | 20 | 3 | -12 | -16% | 0% | -1% | 0%
COc1ccc(CNC(=O)C2(CC3CC(c4ccccc4)=NO3)CCN(C(=O)C3CCCC3)CC2)cc1 (stereo not given) | -4% | -10% | -3% | 0% | 10 | -1 | -31 | 4% | -1% | ? | 3%
O=C(O)CC1(c2ccccc2)C(=O)c2ccccc2C1=O | 8% | -31% | 6% | 9% | 3 | 7 | 11 | -3% | 0% | 0% | 2%
Cc1cccc(OCCCCn2c(CO)nc3ccccc32)c1 | -5% | -12% | -5% | -7% | 8 | 0 | 21 | 20% | 6% | -17% | 0%
CCN(c1ccccc1)S(=O)(=O)c1cccc(C(=O)OCC(=O)Nc2ccc(NC(C)=O)cc2)c1 | · | · | -1% | · | -7 | · | -11 | 0% | · | · | 8%
O=C(O)c1ccc(N=Cc2c(O)ccc3ccccc23)cc1 | 3% | ? | 1% | 2% | 6 | -36* | 8 | -4% | 30µM* | 12%[1.91 µM] | -7%
CCC(C)NC(=O)c1cc2c(=O)n3cccc(C)c3nc2s1 (stereo not given) | 0% | -14% | 3% | 1% | 14 | 1 | -3 | -2% | 1% | 9% | 6%
O=C(Nc1sc2c(c1C(=O)O)CCC2)c1ccccc1 | ? | 1% | 23% | 26% | -25 | -21 | 0 | -2% | 15µM* | ? | -5%
CN1CCN(C(=O)c2ccc(C(F)(F)F)cc2)CC1 | 3% | -11% | 1% | 0% | 8 | 2 | 16 | -22% | 0% | 7% | -3%
COc1ccc(NC(=O)[C@@H]2CCCN2S(=O)(=O)c2cccc3cccnc23)cc1 | 1% | · | 0% | -1% | 6 | · | · | 6% | 0% | · | -13%
CC(C)c1nnc(NC(=O)C2CCCCC2)s1 | 19% | 5% | 14% | 20% | -9 | 2 | 25 | 4% | -22% | ? | 3%
COc1ccc(CCN2C(=O)CC(NCc3ccc4c(c3)OCO4)C2=O)cc1OC (stereo not given) | 5% | 2% | -1% | -7% | 9 | 5 | 13 | 4% | -2% | 1% | 0%
N#Cc1c(N)n(CCc2ccc(F)cc2)c2nc3ccccc3nc12 | 1% | 1% | 5% | -2% | 0 | -12 | -7 | -1% | 8% | -1% | 2%
CN(C(=O)COC(=O)c1cc(-c2ccccc2Cl)nc2ccccc12)C1CCS(=O)(=O)C1 (stereo not given) | -2% | -4% | 1% | -2% | 0 | 1 | 12 | -4% | -14% | -10% | -2%
COc1cc(CN(C(=O)c2cc3ccccc3oc2=O)C2CCS(=O)(=O)C2)cc(OC)c1OC (stereo not given) | 0% | 0% | 3% | -1% | -14 | 0 | 9 | -11% | -17%&0% | 12% | -6%
Cc1cc(C(=O)N2CCCC2C(=O)O)c(C)o1 (stereo not given) | 3% | -3% | 2% | -1% | -23 | 3 | -3 | -1% | 2% | -1% | 2%
CCOc1ccc2nc(N3CCOCC3)nc(C)c2c1 | ? | -14%[0.365 µM] | 9.2µM* | 4µM* | -3 | -1 | -1 | 0% | 11µM* | ? | 0%
CCn1cc(Cl)c(C(=O)Nc2nc3ccccc3n2CCN2CCCCC2)n1 | 0% | 8.9µM* | -2% | -4% | 2 | 3 | -2 | -4% | 8% | 10µM* | 1%
CCOc1ccccc1-n1c(SCC(=O)NC)nnc1-c1ccco1 | 10% | 7% | 7% | -5% | -12 | -6 | 3 | -2% | 2% | 2% | 0%
CCOC(=O)N1CCC(N(CCN(C)C)C(=S)Nc2cccc(Cl)c2C)CC1 | -8% | -28% | 2% | -3% | 9 | 4 | -1 | -4% | 10% | ? | -3%
COc1cccc(C(=O)COc2ccc3c(C)c(Cc4ccccc4)c(=O)oc3c2C)c1 | -4% | 2% | 11% | 0% | · | 3 | · | · | 3% | 1% | 2%
COc1cc(C(=O)N(Cc2ccc(F)cc2)C2CCS(=O)(=O)C2)cc(OC)c1OC (stereo not given) | 0% | 5% | 1% | -4% | -6 | -2 | 5 | -1% | 2% | 17% | -4%
Nn1c(SCCOc2ccccc2)nnc1-c1cccnc1 | -4% | -9% | 0% | -3% | 24 | 0 | 14 | 5% | 2% | 10% | -3%
CC(C)(CC(=O)O)CC(=O)Nc1cc(C(F)(F)F)cc(C(F)(F)F)c1 | 2% | -5% | 0% | 2% | -15 | 5 | 2 | 0% | -1% | 18% | -1%
Cc1ccccc1NC(=S)NCc1ccc(F)cc1 | 5% | 6.3µM* | -1% | 2% | 1 | -2 | -9 | -3% | 1% | 7.1µM* | -2%
Cc1ccc(-n2c(O)c(C=Nc3ccc4c(c3)OCO4)c3ccccc3c2=O)cc1C | -4% | -3% | 1% | -4% | 4 | 1 | -5 | · | -1% | -11% | 2%
CC(C)N1CC23C=CC(O2)C(C(=O)OCc2ccccc2)C3C1=O (stereo not given) | -3% | 0% | 1% | -3% | 17 | 0 | -8 | -5% | 2% | -4% | -5%
COc1ccc(-n2nc3c(c2NC(=O)C(C)Cl)CSC3)cc1 (stereo not given) | 1% | -6% | 0% | -4% | 20 | 0 | 5 | -16% | 0% | 14% | 0%
COC(=O)C(Cc1ccccc1)NC(=O)COc1ccc(C(C)(C)C)cc1 (stereo not given) | -2% | -17% | -2% | 0% | 18 | -2 | 3 | 4% | -1% | ? | -4%
COc1ccc(C(=O)N(CN2CCCC2=O)c2cc(C)on2)cc1OC | -6% | -6% | 3% | -1% | 1 | 4 | 6 | -1% | 10% | -2% | 0%
COc1cc(NC(=O)c2ccc(S(=O)(=O)N(C)C)cc2)cc(OC)c1OC | 0% | -1% | -1% | -1% | -6 | 2 | -2 | -3% | 6% | 1% | 3%
O=C(CNC(=O)c1ccccc1)OCC(=O)c1ccccc1Cl | -2% | -13% | -6% | 6% | -2 | · | -4 | 0% | -16% | -6% | 0%
CC1Cc2ccccc2N1C(=O)COC(=O)c1c2c(nc3ccccc13)CCCCC2 (stereo not given) | 12% | -5% | -13% | 11% | -28 | -1 | -5 | -6% | ? | 20%[10 µM] | ?
O=c1c(Cl)c(NC2CC2)cnn1-c1ccccc1 | 12% | 1%[10 µM] | ? | 19% | -13 | 4 | -17 | -1% | 3% | -4% | -8%
C=CCN=C1S/C(=C\N(C)C)C(=O)N1S(=O)(=O)c1ccc(C)cc1 | · | · | 0% | · | -5 | · | 10 | 5% | · | · | -17%
O=C(NCc1ccc(CNC(=O)c2ccco2)cc1)c1ccco1 | 5% | 8% | 13% | -2% | -6 | · | 2 | -1% | -3% | 3% | 0%
COc1ccc(Br)cc1/C(C)=N/NC1=NCCN1 | -25% | 13µM* | -7% | -10% | -10 | 5 | -10 | -10% | 1% | ? | -1%
CCc1nc(NCCN2CCOCC2)c2oc3ccccc3c2n1 | -7% | -2% | -3% | 0% | -9 | -4 | 19 | -5% | -14% | -13% | 2%
O=C(CSc1ccc2nnc(-c3cccc(F)c3)n2n1)N1CCCc2ccccc21 | -8% | -3% | -2% | -3% | 13 | 4 | -35 | -11% | -2% | 23% | -4%
O=C(CCC(=O)NC12CC3CC(CC(C3)C1)C2)NC1CCCCC1 | 11% | -4% | 2% | 1% | -7 | 3 | 1 | 2% | -2% | 7% | -10%
CCC(=O)Nc1nc(NCc2ccccc2OC)n(-c2ccccc2)n1 | -1% | 5% | -1% | -4% | 19 | 2 | 2 | -6% | 2% | 6% | -11%
CC(=O)c1cccc(OCC(=O)N2CCN(c3ccc(C(F)(F)F)cn3)CC2)c1 | 4% | -3% | -7% | -11% | -7 | 1 | 1 | 6% | 5% | 65% | -4%
Cc1cc(C(=O)CSc2nc3ccccc3o2)c(C)n1C1CC1 | 2.2µM* | -12% | 18µM* | 2.2µM* | 2 | -3 | -2 | 3% | 13µM* | 24% | -8%

Bioassay records from PubChem BioAssay.
